Pf growth 48h = Primary qHTS for delayed death inhibitors of the malarial parasite plastid, 48 hour incubation; P. falciparum luciferase growth in erythrocytes, 48 h; Potency, µM (highest dose often 28.7 µM), inactives show at the highest dose activity change, negative = inhibition, usual class: inhibitors; 5.9% of 310,000 active; AID 504832, 2011; also: potency is read from the fitted curve at half-maximal effect; % is scaled to controls: 0 for no effect and ±100 for the full control effect
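First compound was added to culture medium, then infected red cells at 0.1% parasitemia and 2% hematocrit (final). After incubation at 37 C under 5% CO2, luciferase detection reagent was dispensed and light output recorded.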
Pf growth 96h = Primary qHTS for delayed death inhibitors of the malarial parasite plastid, 96 hour incubation. 6.9% of 320,000 active. P. falciparum luciferase reporter growth, 96 h. Potency, µM (titrated, usually from 28.7 µM), inactives show at the highest dose activity change, negative = inhibition, usual class: inhibitors; also: potency is read from the fitted curve at half-maximal effect; % is scaled to controls: 0 for no effect and ±100 for the full control effect
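Plates of compound plus infected erythrocytes (2% hematocrit, 0.05% parasitemia final) incubate 96 hours, 37 C, 5% CO2. Detection reagent added; reduced luminescence from the parasites' luciferase reporter flags inhibition.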
TbPYK inhibitor = qHTS of Trypanosoma Brucei Inhibitors; pyruvate kinase (Trypanosoma brucei), Q57TT1; TbPYK enzyme, Kinase-Glo Plus ATP luminescence, 45 min; Potency, µM (titrated, usually from 76.8 µM), inactives show at the highest dose activity, negative = inhibition, most hits filed as inhibitors; 0.12% of 410,000 active; also: potency is read from the fitted curve at half-maximal effect; % is scaled to controls: 0 for no effect and ±100 for the full control effect; nearly all actives have a fitted effect of over 50% in size
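Activity of T. brucei pyruvate kinase was followed by Kinase-Glo Plus luminescence after the enzyme reacted 45 min at room temperature with 130 uM ADP (final) and substrate. Test compounds were added before ADP at multiple concentrations.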
LmPK inhibitor = qHTS Assay for Inhibitors of Leishmania Mexicana Pyruvate Kinase (LmPK) | purified LmPK, Kinase-Glo ATP luminescence, 1 h | Potency, µM (titrated, usually from 57.5 µM), without a hit: at the top dose activity change, negative = inhibition, actives largely listed as inhibitors | 0.37% of 290,000 active | AID 1721, 2009; also: potency is read from the fitted curve at half-maximal effect; % is scaled to controls: 0 for no effect and ±100 for the full control effect
Target sequence (Q27686 whole entry, looked up): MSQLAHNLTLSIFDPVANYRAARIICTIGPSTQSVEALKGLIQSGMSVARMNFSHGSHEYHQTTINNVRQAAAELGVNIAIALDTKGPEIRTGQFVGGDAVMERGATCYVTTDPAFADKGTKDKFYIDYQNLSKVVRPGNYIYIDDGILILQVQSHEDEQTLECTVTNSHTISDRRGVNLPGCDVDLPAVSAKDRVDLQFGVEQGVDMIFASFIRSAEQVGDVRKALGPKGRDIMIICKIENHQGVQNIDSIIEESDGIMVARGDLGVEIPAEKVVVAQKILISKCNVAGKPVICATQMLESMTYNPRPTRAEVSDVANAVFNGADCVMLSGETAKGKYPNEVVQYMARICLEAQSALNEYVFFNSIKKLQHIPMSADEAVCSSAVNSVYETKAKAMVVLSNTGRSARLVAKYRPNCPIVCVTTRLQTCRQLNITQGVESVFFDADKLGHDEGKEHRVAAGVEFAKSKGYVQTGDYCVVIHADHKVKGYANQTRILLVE
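Pyruvate kinase activity monitored as ATP production (luciferase luminescence). Conditions: 0.1 nM enzyme, 0.5 mM PEP, 0.1 mM ADP, 1 h, RT; normalized against uninhibited and no-enzyme wells.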
AMA1 RON2 block = qHTS for Inhibitors of AMA1-RON; Towards Development of Antimalarial Drug Lead: Primary Screen; Potency, µM (highest dose often 58.2 µM), inactives show at the top dose activity change, negative = inhibition, actives largely listed as inhibitors; AID 720542, 2013; AlphaScreen AMA1-biotinylated RON2 peptide binding; Plasmodium falciparum AMA1 (3D7) - RON2 peptide interaction; 0.2% of 360,000 active;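 also: potency is read from the fitted curve at half-maximal effect; 0% = vehicle wells and -100% = peptide control; nearly all actives have a fitted effect of over 45% in size; some results filed as inactive show a strong effect at the top dose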
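AMA1 (3D7) with his tag at 25 nM final met compounds first, then biotinylated RON2 peptide at 25 nM; detection used donor plus acceptor beads, 10 µg/mL apiece, read by AlphaScreen after 30 min at room temperature.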
CHX counter = Cycloheximide Counterscreen for Small Molecule Inhibitors of Shiga Toxin | cell reporter, cycloheximide protein synthesis inhibition counterscreen | max response, % | 12% of 300,000 active; in the data active = max response mostly above about 13%, no sharp cut-off; inactive = mostly below about 14%; also: read at 38.3 µM for the half of the compounds with a filed dose; 0% is about no effect
Shiga toxin inh = A qHTS for Small Molecule Inhibitors of Shiga Toxin. 9.2% of 290,000 active. AID 2315, 2010. Vero cells, Shiga toxin protein synthesis inhibition reporter. inhibition, % at 38.7 µM; in the data active = inhibition mostly above about 28%, no sharp cut-off; inactive = mostly below about 43%; also: 0% is about no effect
An asterisk follows results filed as active; ? = inconclusive; / = not tested or not shown; & = joins results of further samples; [ ] = another dose, or the depositor's remark. Unless noted, calls follow the shape of the dose curve; as a rule, active = well fitted curve in the direction sought with a large enough effect; inconclusive = small, poorly fitted or top-dose-only effect, or another doubt; inactive = no such curve, though single readings can be large; an effect the other way counts as inactive or inconclusive. No enrichment for hits; about 21% have a hit in one of these screens.

Start of the listing, in advance:
SMILES	Pf growth 48h	Pf growth 96h	TbPYK inhibitor	LmPK inhibitor	AMA1 RON2 block	CHX counter	Shiga toxin inh
Cc1cc(C)cc(NC(=O)c2ccc(NC(=O)C3C4CC5OC(=O)C3C5C4)cc2)c1 (configuration not stated)	?	?	-1%	2%	1%	-3	-5
CCOc1ccccc1C1CC(c2ccc(Cl)cc2)Nc2nc(N)nn21 (configuration not stated)	/	10µM*	-2%	16%	-1%	-2	2
O=C(O)c1cccc(Nc2c3ccccc3nc3ccccc23)c1	?	11%	-2%	-7%	-1%	107*	87*
CN(CC(=O)Nc1c(Cl)cccc1Cl)C(=O)c1ccc2ccccc2n1	37%[activator]	73%[activator]	5%	/	10%	/	/

The listing, previewed entries included:
SMILES	Pf growth 48h	Pf growth 96h	TbPYK inhibitor	LmPK inhibitor	AMA1 RON2 block	CHX counter	Shiga toxin inh
Cc1cc(C)cc(NC(=O)c2ccc(NC(=O)C3C4CC5OC(=O)C3C5C4)cc2)c1 (configuration not stated)	?	?	-1%	2%	1%	-3	-5
CCOc1ccccc1C1CC(c2ccc(Cl)cc2)Nc2nc(N)nn21 (configuration not stated)	/	10µM*	-2%	16%	-1%	-2	2
O=C(O)c1cccc(Nc2c3ccccc3nc3ccccc23)c1	?	11%	-2%	-7%	-1%	107*	87*
CN(CC(=O)Nc1c(Cl)cccc1Cl)C(=O)c1ccc2ccccc2n1	37%[activator]	73%[activator]	5%	/	10%	/	/
Cc1cccc(C)c1NC(=O)C(=O)NCCc1c[nH]c2ccccc12	5.2µM*	?	-7%	17%	-6%	-2	-6
Cc1ccc(CN2C(=O)C(C)Nc3ncnc(N4CCOCC4)c32)cc1 (configuration not stated)	10µM*	12µM*	-5%	/	16%	/	/
Cc1ccc2nc(SCCC(=O)O)cc(C)c2c1	-23%	/	-14%	-2%	-7%	1	-16
CC1CC(C)CN(S(=O)(=O)c2ccc(C(=O)OCC(=O)NCCN3C(=O)CSC3=O)cc2)C1 (configuration not stated)	24%	47%[activator]	2%	12%	15%	-3	-16
OC(c1ccccc1)C(CN1CCOCC1)c1ccccc1 (configuration not stated)	?	-25%	3%	5%	-1%	6	-3
FC(F)(F)c1cccc(OCCOCCn2cncn2)c1	9%	19%	-10%	-3%	-13%	-2	-1
Cn1c(=O)cc(OCC(=O)N2CCC(N3CCCCC3)CC2)c2ccccc21	/	?	4%	4%	-3%	-6	2
CC(=O)c1cnc2c(-c3ccc(Cl)cc3)cnn2c1C	268%[activator]	2%	-12%	0%	-6%	14	40*
O=C(CSc1ccc(Cl)cc1Cl)N1CCC(c2nc3ccccc3s2)CC1	-10%	-3%	-13%	1%	0%	-2	-17
O=c1cc(-c2ccccc2)c2cc(Cl)c(O)c(CN3CCOCC3)c2o1	-2%	11%	-5%	3%	13%	0	-12
O=S1(=O)N=C(N2CCN(Cc3ccc4c(c3)OCO4)CC2)c2ccccc21	-12%	/	1%	-2%	8%	-1	11
O=C(CSc1nnnn1CCCO)Nc1ccc2c(c1)OCO2	50%[activator]	33%[activator]	1%	-7%	41%[activator]	5	2
CCN(Cc1ccccc1)C(=O)CSc1n[nH]c(N)n1	-2%	?	-10%	0%	-2%	-5	-8
COc1ccccc1-c1cc2nc(C)c(CCC(=O)NCc3ccco3)c(C)n2n1	?	?	-7%	5%	-1%	14	3
O=C(c1ccc(=O)[nH]n1)N1CCN(S(=O)(=O)c2ccc(C(F)(F)F)cc2)CC1	?	?	-4%	/	3%	/	/
CCN(CC)S(=O)(=O)c1ccc(N2CC(C(=O)NCc3cccnc3)CC2=O)cc1 (configuration not stated)	-16%	-28%	-7%	-3%	-11%	-8	-6
CC(C)(C)NC(=S)NC(=O)C12CCC3CC(CC(C3)C1)C2	?	?	-11%	0%	-6%	-2	13
COC(=O)C1=C(C)C(c2ccc(OC)cc2)NC(=S)N1 (configuration not stated)	-5%	?	-7%	5%	11%	-2	-14
CCOC(=O)c1c(C)[nH]c(O)c1C=Nc1ccc(C(F)(F)F)cc1	9%	114%[activator]	-7%	1%	-10%	-3	-12
CCOC(=O)C1CCCN(C(=O)C2CCN(S(=O)(=O)c3c(C)noc3/C=C/c3ccccc3F)CC2)C1 (configuration not stated)	?	5%	19%&-1%	3%	2%	-5	-3
O=C(NCC(=O)N1CCN(S(=O)(=O)c2ccccc2F)CC1)c1ccc2c(c1)OCO2	7%	33%[activator]	3%	/	1%	/	/
NC(=O)c1ccsc1NC(=O)CCS(=O)(=O)c1ccccc1	20%	-24%	6%	-5%	-1%	12	29
Nc1cc(S(=O)(=O)N2CCCCC2)ccc1N1CCCCC1	?	-21%	4%	/	-2%[11.6 µM]	/	/
Cc1ccc(-c2nc(CN(C)C)cc(CN(C)C)c2O)cc1	6.6µM*	?	-9%	1%	12%	1	17
CC1CCN(S(=O)(=O)c2ccc(S(=O)(=O)N3CCN4CCCC4C3)cc2)CC1 (configuration not stated)	52%[activator]	-15%	/	1%	/	-3	27
Cc1ccc(N(CCC#N)C(=O)COC(=O)c2cc(C)oc2C)cc1	?	?	-7%	/	-3%	/	/
COc1ccc(OC)c(NC(=O)NNC(=O)c2cc3occc3[nH]2)c1	23%	63%[activator]	-11%	-3%	32%[activator]	-3	15
CC(=O)c1ccccc1C(=O)N(C)C1CCCN(Cc2ccccc2F)C1 (configuration not stated)	8%	?	6%	-2%	-15%	-2	-12
CCOC(=O)C1=C(C)NC(=O)NC1c1cc2c(cc1Br)OCO2 (configuration not stated)	9.3µM*	-4%	6%	2%	3%	4	-2
Cc1ccccc1NC(=S)NCc1cccn1C	-20%	-10%	-21%	2%	11%	-5	-11
COCc1ccc(C(=O)N2CCCC(N(C)Cc3ccccc3)C2)s1 (configuration not stated)	13%	81%[activator]	4%	2%	5%	-2	8
c1cnc2ccc(C(c3nnnn3C3CCCC3)N3CCN(c4nc5ccccc5s4)CC3)cc2c1 (configuration not stated)	5.2µM*	1%	-5%	2%	-11%	29	13
C/C(=N/NC(=O)CCC(=O)Nc1ccc(Br)cc1)c1ccc(Br)cc1	44%[activator]	-6%	-5%	3%	10%	-1	-9
O=C1N=c2ccccc2=C1c1sc(NS(=O)(=O)Cc2ccccc2)nc1O	9%	-16%	-16%	?	-14%	-4	-2
NC(=O)c1c(C(F)(F)F)cc(-c2ccccc2)nc1NCCO	5%	34%[activator]	1%	-1%	13%	-1	8
O=C(Nc1cccc(Cl)c1)c1ccc2c(=O)n3c(nc2c1)CCCCC3	-25%	?	-3%	2%	5%	41*	102*
N#C/C(C(=O)NCc1ccccc1)=C1/N=C(NC(=O)c2ccco2)c2ccccc21	?	5%	-5%	4%	12%	-2	1
O=[N+]([O-])c1ccccc1CSc1nnc2ccccn12	111%[activator]	63%[activator]	4%	0%	-9%	40*	53*
NC(=O)c1nnn(-c2nonc2N)c1-c1ccc([N+](=O)[O-])cc1	6%	16%	-12%	0%	-2%	1	-12
CNc1nccc(-c2ccc(F)cc2)c1C#N	25%	37%[activator]	-2%	3%	0%	4	21
NS(=O)(=O)c1ccc(CCNC(=O)CSc2nc3ccsc3c(=O)n2CC2CCC(C(=O)O)CC2)cc1 (configuration not stated)	10%	77%[5.75 µM]	8%	3%	?	1	-5
CC1(C)Cc2cccc(OCC(=O)Nc3cc(C(F)(F)F)ccc3N3CCOCC3)c2O1	?	/	1%	1%	-11%	30	15
CCNC(=O)Nc1ccc(S(=O)(=O)Nc2cnc(C)nc2C)cc1	18%	-11%	1%	-2%	4%	-7	-5
CC(Nc1ccc2c(c1)OCCO2)C(=O)N1CCc2ccccc21 (configuration not stated)	27%	33%[activator]	-24%	-4%	-8%	21*	84*
CCc1ccc(NC(=O)c2sc3nc4n(c(=O)c3c2C)CCC4)cc1	-1%	?	1%	5%	6%	29*	36*
CN(C)c1ccc(C#Cc2ccc3cc(CCO)oc(=O)c3c2)cc1	-5%	?	-4%	/	-5%	/	/
CCCCNC(=O)COC(=O)c1ccc(C)c(NC(=O)c2ccco2)c1	0%	0%	6%	0%	0%	3	17
O=C(c1cccs1)N1N=C(c2ccccc2)CC1c1ccccc1O (configuration not stated)	3.3µM*	19%	-6%	-6%	1%	-1	3
CC1CCN(C(=O)COC(=O)c2cc(S(=O)(=O)N3CCOCC3)ccc2Cl)CC1	9%	8%	3%	/	-2%	/	/
CN1CCN(C(=S)Nc2ccc(Cl)c(Cl)c2)CC1	0%	?	-2%	-2%	-9%	0	-4
COCCN1Cc2cccc(C(=O)NCc3cccnc3)c2C1=O	/	8%	-3%	5%	9%	-1	20
COc1cccc(OCCNS(=O)(=O)c2cccc([N+](=O)[O-])c2)c1	-1%	8%	-12%	-1%	0%	-4	-7
OC12CCCCC1C(c1ccc3c(c1)OCO3)N(Cc1cccc(F)c1)CC2 (configuration not stated)	-80%	-14%	-8%	1%	-8%	-5	-12
CCc1ccc(OCCOCCN2CCN(C)CC2)cc1	7%	31%[activator]	11%	-1%	?	12	18
COC(=O)C1=C(c2ccc(C(C)=O)cc2)C[C@@H]2CC[C@H]1N2C(=O)N1CCC(C)CC1	13µM*	-9%	4%	/	15%	/	/
Cc1ccc(S(=O)(=O)CCSc2nc(C)cc(C(F)(F)F)c2C#N)cc1	?	73%[activator]	-2%	3%	29%	-1	23

More entries:
SMILES	Pf growth 48h	Pf growth 96h	TbPYK inhibitor	LmPK inhibitor	AMA1 RON2 block	CHX counter	Shiga toxin inh
COc1ccc(C=O)cc1O	9%	-8%	-12%	0%	-7%	-7	0
CCN(C(=O)CN1C(=S)NC(C)(C)CC1C)c1ccc(C)c(C)c1 (configuration not stated)	-20%	-1%	-11%	0%	5%	-1	-11
O=c1[nH]c(COc2ccccc2)nc2ccccc12	/	127%[activator]	2%	-9%	5%	25*	49*
COc1cccc(OC)c1C(=O)NC(=S)N1CCCCC1c1cccnc1 (configuration not stated)	?	?	-11%	-3%	20%	1	4
CC(=O)c1c(C)[nH]c(C(=O)OCC(=O)N(Cc2ccccc2)C(C)(C)C)c1C	-11%	?	0%	/	-9%	/	/
COCCN1C(=O)C(=O)/C(=C(/O)c2ccc(S(=O)(=O)N3CCOCC3)cc2)C1c1cccc(Cl)c1 (configuration not stated)	?	2%	-4%	3%	-12%	6	27
COc1ccc(CNN2CCCCC2C(=O)Nc2ccc(OC)c(OCC(C)C)c2)cc1OC (configuration not stated)	28%	15µM*	1%	-2%	-8%	-1	-6
COc1ccc(OC)c(S(=O)(=O)NCC(c2ccc(F)cc2)N2CCN(C)CC2)c1 (configuration not stated)	-4%	-18%	-1%	/	9%	/	/
CC1=NN(c2ccc(C)cc2)C(=O)/C1=C\C=C\c1ccccc1	13µM*	?	1%	1%	?	-1	3
